From PubChem
KDM5B inh = inhibitors of human KDM5B histone demethylase; Q9UGL1; KDM5B demethylase, FDH-coupled NADH fluorescence (FDH is formaldehyde dehydrogenase); Potency, µM (doses to about 57.7 µM), for the others: top-dose activity change, negative = inhibition, most hits filed as inhibitors; 220,000 compounds, 2.6% hits; active = well fitted inhibition curve with a large enough effect; inconclusive = small, poorly fitted or top-dose-only effect; inactive = no such curve, though single readings can be large or run the other way; also: 0% is about no effect; nearly all actives have a fitted effect of over 70% in size
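qHTS format, multiple compound concentrations. Buffer 50 mM HEPES pH 7.5/0.01% Tween-20; 200 nM KDM5BΔAP final; 10 min compound preincubation; substrate-mix levels 12.5 µM peptide, 25 µM α-KG, 0.25 mM NAD⁺; 30 min RT; ΔRFU.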
* marks the source's active call; other numbers are inactive results; i = inactive; ? = inconclusive; & = joins results of further samples; [ ] = dose if it differs, or a comment. Potency is read from the fitted curve at half-maximal effect. These rows are one share of the data; count on the stated rates, not on these rows.

SMILES	KDM5B inh
O=C(NCCn1cccc1-c1nc(-c2ccc3c(c2)OCO3)no1)c1ccccc1F	?
COc1ccc(CNC(=O)c2cc3c(-c4ccc(Cl)cc4)nn(C)c3s2)cc1	?
COc1cccc(NS(=O)(=O)c2ccc3[nH]c4c(c3c2)CCCCCC4)c1	?
COc1ccc(C(=O)N2CCC(N3C(=O)C(OCC4CC4)C34CCCCC4)CC2)cc1 (stereo unspecified)	1%
COC(=O)c1ccc(C(=O)OC)c(NC(=O)CN(c2ccccc2)S(=O)(=O)N(C)C)c1	?
CCOC(=O)C1CCN(C(c2ccccc2OC)c2c(O)cc(C)n(CCOC)c2=O)CC1 (stereo unspecified)	-8%
O=C(NCc1cccc(F)c1)C1CCN(c2nn3cc(-c4ccc(F)cc4)nc3s2)CC1	1%
Cc1nc(CN2CCN(S(=O)(=O)c3ccc(F)c(F)c3)CC2)cs1	9%
Cc1ccccc1CS(=O)Cc1cccc(F)c1 (stereo unspecified)	13%
CCOC(=O)c1ccc(NC(=O)COc2ccc(-c3nnc4n3CCCC4)cc2)cc1	-1%
Cc1cccc(-c2nnc(NC(=O)c3ccco3)s2)c1	?
CC1CCN(C(=O)c2ccc(N(C)S(C)(=O)=O)cc2)CC1	-8%
CCOC(=O)c1[nH]c2ccccc2c1NC(=O)C12CC3CC(CC(C3)C1)C2	?
CCOn1c(=O)c(-c2ccccc2)[n+]([O-])c2ccccc21	-27%
Cc1noc(C)c1[S+](=O)([O-])N1CCn2cc(C(=O)Nc3ccc(Cl)cc3Cl)nc2C1	-13%[115 µM]

5 compounds picked at random from those above:
SMILES	KDM5B inh
CCOC(=O)c1ccc(NC(=O)COc2ccc(-c3nnc4n3CCCC4)cc2)cc1	-1%
O=C(NCCn1cccc1-c1nc(-c2ccc3c(c2)OCO3)no1)c1ccccc1F	?
COc1cccc(NS(=O)(=O)c2ccc3[nH]c4c(c3c2)CCCCCC4)c1	?
COC(=O)c1ccc(C(=O)OC)c(NC(=O)CN(c2ccccc2)S(=O)(=O)N(C)C)c1	?
COc1ccc(CNC(=O)c2cc3c(-c4ccc(Cl)cc4)nn(C)c3s2)cc1	?

Next entries.
SMILES	KDM5B inh
Cc1ccc(C)c(CN2C(=O)C(=O)c3ccccc32)c1	-29%
COc1ccc(CC(NC(C)=O)C(=O)NC2CCN(S(=O)(=O)c3ccc(NC(C)=O)cc3)CC2)cc1 (stereo unspecified)	32%
COc1ccc(OC(=O)c2ccc(C)c(I)c2)cc1	23%
O=C(Nc1ccccc1O)c1ccc[n+]([O-])c1	10%
COCCn1c(SCC(=O)c2c[nH]c3ccccc23)nc2cc(C(=O)NC(C)C)ccc2c1=O	-13%
COc1cccc(N2CC(NC(=O)c3ccc(S(=O)(=O)N4CCCCC4)cc3)CC2=O)c1 (stereo unspecified)	-12%
CCOCCCNc1oc(-c2ccc(S(=O)(=O)N3CCOCC3)cc2)nc1C#N	i
C/C(=N\NS(=O)(=O)c1ccc(Br)cc1)c1ccc2c(c1)OCO2	-11%
CCN(CC)C(=O)[C@@H](C)C1CC[C@@]2(C)CC[C@H](NC(=O)c3ccc(OC)cc3)[C@@H](C)[C@@H]2[C@H]1O (stereo partly specified)	-37%
COc1ccc(-n2nc(C)c([C@@H]3C=C[C@@H](NC(=O)NC4CCCCC4)C3)c2C)cc1	-18%[86.2 µM]
CCN(C(=O)CSc1nc2ccccc2n1CC(=O)N(C)C1CCCCC1)c1ccccc1	-30%
O=C(C1CC1)N1C[C@@H]2OCC(=O)N(CC3CC3)[C@@H]2C1	-10%[115 µM]
CN(Cc1cccn1C)C(=O)Cc1ccc(F)cc1	-8%&-3%[86.2 µM]
O=C(COc1ccc(-c2nnc3n2CCCC3)cc1)Nc1cccc(F)c1	24%
CCOc1ccc(C(C)NC(=O)c2cccs2)cc1OCC (stereo unspecified)	-13%

An excerpt from above in order of their number in KDM5B inh, smallest number first:
SMILES	KDM5B inh
CCOn1c(=O)c(-c2ccccc2)[n+]([O-])c2ccccc21	-27%
COCCn1c(SCC(=O)c2c[nH]c3ccccc23)nc2cc(C(=O)NC(C)C)ccc2c1=O	-13%
COc1cccc(N2CC(NC(=O)c3ccc(S(=O)(=O)N4CCCCC4)cc3)CC2=O)c1 (stereo unspecified)	-12%
CCOC(=O)C1CCN(C(c2ccccc2OC)c2c(O)cc(C)n(CCOC)c2=O)CC1 (stereo unspecified)	-8%
COc1ccc(C(=O)N2CCC(N3C(=O)C(OCC4CC4)C34CCCCC4)CC2)cc1 (stereo unspecified)	1%
O=C(Nc1ccccc1O)c1ccc[n+]([O-])c1	10%
COc1ccc(CC(NC(C)=O)C(=O)NC2CCN(S(=O)(=O)c3ccc(NC(C)=O)cc3)CC2)cc1 (stereo unspecified)	32%

The list goes on:
SMILES	KDM5B inh
NC(=O)C1CN(CC(=O)Nc2cc(Cl)ccc2Cl)c2ccccc2O1 (stereo unspecified)	15%
CCOc1ccc(CNC(=O)Cn2c(=O)c3cccn3c3ccccc32)cc1	-27%
COC(=O)c1cccc(NC(=S)Nc2ccccc2Cl)c1	1%
O=C(NCc1ccc(F)cc1)c1ccc2oc(=O)n(Cc3ccccc3)c2c1	14%
Cc1ccc(N(CC(=O)NCc2ccc(F)cc2)C(=O)c2snc(C(N)=O)c2N)cc1C	?
CCCCN(C)S(=O)(=O)c1ccc(C(=O)Nc2ccc(-c3nc4ccc(C)cc4s3)cc2)cc1	8%
O=C(COC(=O)c1ccc([N+](=O)[O-])cc1)Nc1cccnc1Cl	13%
CCc1noc(C)c1C(=O)Nc1sc2c(c1C(N)=O)CCC2	2%
O=C(NCCc1ccccc1)OCc1cn(Cc2ccc(F)cc2F)nn1	17%
CS(=O)(=O)N1CCN(C(=O)Cn2nc3c(cc2=O)CCCCC3)CC1	25%
COC(=O)[C@]12C[C@H](CC(=O)N3CCCCC3)C(=O)N(CCc3ccc(OC)c(OC)c3)C1=C[C@H](COCc1ccccc1)O[C@@H]2C	9%
CCN1c2cc(C(=O)Nc3ccc(Cl)c(Cl)c3)ccc2C(=O)N2CCCCC21 (stereo unspecified)	?
CC(C)NC(=O)NC(=O)COC(=O)C1COc2ccccc2O1 (stereo unspecified)	-6%
CCOC(=O)C1(Cc2cccc(OC)c2)CCCN(Cc2cnc[nH]2)C1 (stereo unspecified)	38%[activator]
Cc1cccc(C(=O)N2CCC(C3CCN(S(C)(=O)=O)CC3)C2)c1 (stereo unspecified)	13%
COc1ccc(S(=O)(=O)N2CCN=C2SCc2cccc(F)c2)cc1	-2%
Clc1cccc(Cl)c1/C=C/c1ccn[nH]1	32%[activator]
NC(=O)c1ccc(Oc2ccc(Cl)cc2)c([N+](=O)[O-])c1	23%
COc1ccc(-c2onc(C)c2C(=O)NCc2cccs2)cc1	-24%
O=C(Nc1ccc(F)cc1)OCc1cn(Cc2ccccc2C(F)(F)F)nn1	19%
CCOc1ccc(-c2nc(CSCC(=O)NCCc3ccc(OCC)c(OCC)c3)c(C)o2)cc1	?
O=C(c1ccsc1)N1CCC(c2nc(C3CCOCC3)no2)CC1	-20%
COc1ccc(CN2CCN(S(=O)(=O)c3ccc(C)cc3)CC2)cc1OC	?
COc1ccc(C(=O)Nc2ccnn2Cc2cccs2)cc1S(=O)(=O)N1CCCCCC1	-6%
CCn1nc(-c2ccccc2)c(-c2ccccc2)c(C(=O)Nc2ccc(NC(C)=O)cc2)c1=O	0%
CC(C)(C)N(Cc1ccccc1)C(=O)COC(=O)c1cc2ccccc2oc1=O	9%
CSc1nc(C)c(CCC(=O)NC(C)c2ccc(F)c(F)c2)c(C)n1 (stereo unspecified)	15%
C[C@@H]1CN(C2(C(=O)N[C@@H](C)C(N)=O)Cc3ccccc3C2)C[C@H](C)O1	-14%
CCOC(=O)c1c(Oc2ccc(OC)cc2)nnc(-c2ccccc2)c1-c1ccccc1	-15%
COC[C@@H]1CN(Cc2cc(C)nn2C)C[C@H]1c1nc(C)no1	28%
COCC(=O)NC1CCC12CCN(C(=O)c1ccc(OC)cc1)CC2 (stereo unspecified)	8%
C[N+](C)(CC#Cc1ccccc1)CC(=O)c1ccccc1	-6%
Cn1c(=O)oc2cc(S(=O)(=O)N3CCCC(C(=O)NCCc4ccc(Cl)cc4)C3)ccc21 (stereo unspecified)	-7%
O=C(CN1CCCC(c2nc3ccccc3o2)C1)NC(=O)NC1CC1 (stereo unspecified)	-15%
CCOc1ccc(-n2c(SCC(=O)N3CCCC3)nc3c([nH]c4ccccc43)c2=O)cc1	-9%
Cc1ccc(CNC(=O)C2(c3ccc(NC(=O)C4CC4)cc3)CCC2)cc1	5%
CCOc1ccc(CC(=O)Nc2ccc3c(c2)N(C)C(=O)c2ccccc2S3)cc1OCC	-12%
O=C(Nc1cc(F)cc(F)c1)C1CC2CCCC(C1)C2=O (stereo unspecified)	13%
COCCNC(=O)NC(=O)Cn1nc(C(=O)O)c2ccccc2c1=O	2%
O=C(CSc1ncnc2nc[nH]c12)Nc1ccc(F)cc1F	21%
Cc1ccc2c(c1)C(c1ccc(F)cc1)N(C(=O)c1ccc(S(=O)(=O)N3CCCCC3)cc1)CC(=O)N2 (stereo unspecified)	?
O=C(COC(=O)Cn1cnc2ccccc21)Nc1ccccc1C(F)(F)F	5%
Cc1ccc(O)c(NC(=O)c2ccc(Br)c(S(=O)(=O)N3CCCCC3)c2)c1	-56%
COc1ccc(CCNC(=O)c2cc3cccc4c3n2CC(C)S4)c(OC)c1OC (stereo unspecified)	?
CN(Cc1ccsc1)Cc1ccccc1C(F)(F)F	-16%[86.2 µM]
COc1ccc(-c2nc(C(C)C)nc3c2CCN([S+](=O)([O-])c2cccc(C(F)(F)F)c2)CC3)cc1	-29%
COC(=O)c1cc(NCc2cc(Cl)c(OCC(N)=O)c(OC)c2)ccc1N1CCOCC1	?
O=C(CC1CCCN(c2cnn(CC3CC3)c(=O)c2)C1)NCc1cc(F)cc(F)c1 (stereo unspecified)	38%[activator]
CCCn1c(N2CCN(Cc3ccc(Br)cc3)CC2)nc2c1c(=O)[nH]c(=O)n2C	13%
CCC(=O)Nc1cc(C(=O)NCc2ccc(N3CCN(C)CC3)cc2)c2ccc(C)nc2c1	?
COc1cccc(C(=O)N2CC3(Cc4ccccc4CN3[S+](C)(=O)[O-])C2)c1	21%
CN(Cc1ccc(CCN)cc1)Cc1cccc(-n2cccn2)c1	-26%
Cc1ccccc1NC(=O)C(=O)NCC(c1ccc2c(c1)OCO2)N1CCN(C)CC1 (stereo unspecified)	-18%
N#Cc1ccc[n+](CC(=O)c2ccc(NC(=O)c3ccccc3)cc2)c1	?
CCc1cccc(NS(=O)(=O)c2c(C)nc3sc(CC)nn3c2=O)c1	-7%
CCc1nc2c(c(-c3ccc(Cl)cc3)n1)CN(S(=O)(=O)c1ccccc1)CC2	2%
Cc1nc(-c2cn(C3CCCN(C(=O)c4ccc(C)s4)C3)nn2)no1 (stereo unspecified)	10%
CCOc1c(Cl)cc(/C=C2/NC(=O)NC2=O)cc1Cl	-7%
COCCC(=O)NCCC1CCN(C(=O)Nc2ccccc2F)CC1	-7%
Cc1cccnc1CN(C)C(=O)c1ccc2nc(-c3ccccc3)cn2c1	28µM*
(next part)
SMILES	KDM5B inh
c1csc(-c2cc3ccccn3c2)c1	?
Cc1oc2c(c1C(=O)NCCN1CCOCC1)CN(Cc1cccc(F)c1)CC2	-34%
O=C(NN1C(=O)NC2(CCCCC2)C1=O)c1ccc(-c2ccc([N+](=O)[O-])cc2)o1	?
O=C(NCCN1CCN(c2cccc(Cl)c2)CC1)c1cccn2c(=O)c3ccccc3nc12	-3%
COc1ccc(-n2c(=O)[nH]c3cccnc32)cc1	?
C/C(=N/Nc1ccc([N+](=O)[O-])cc1)c1ccccn1	-4%
CN=C(NC)NCc1ccc(C(=O)OC)cc1	13%
COc1ccc(-n2nc(C(=O)NCCc3ccc(Cl)cc3)c3c4ccccc4n(C)c3c2=O)cc1	13%
Cc1ccc2nc(-c3ccc(NC(=O)c4ccccc4S(C)(=O)=O)cc3)sc2c1	?
O=C1CCN(C(=O)C2CCN(C(=O)CN3CCCC3=O)CC2)CCCCCCN1	0%
Cc1cccc(-c2noc(C3CC(=O)N(c4ccc5c(c4)OCCO5)C3)n2)c1 (stereo unspecified)	-11%
Cc1nn(CCc2nc(-c3ccccc3F)cs2)c2[nH]c(=O)cc(C(F)(F)F)c12	-25%
Cc1ccc2c(c1)C(Cc1nc3ccccc3c(=O)n1CCCO)C(=O)N2C(C)C (stereo unspecified)	3%
Cc1cccc(N2CCN(C(=O)Cn3ncc4c3-c3cc(C)ccc3OC4)CC2C)c1 (stereo unspecified)	-2%
COc1ccc(-c2noc([C@@H](C)NC(C)=O)c2C(=O)O)cc1	13%[86.2 µM]
Cn1nccc1C(=O)NCc1ccc2c(c1)CCN2C(=O)c1ccc(Cl)cc1	-15%
Cc1cccc(C(=O)OCc2cc(=O)n3nc(C4CCCCC4)sc3n2)c1	15%
COCCS(=O)(=O)c1ncc(CN(CCO)Cc2ccccc2)n1Cc1ccccc1	0%
O=C(Nc1ccc2c(c1)OCO2)c1ccc(CO)cc1	-2%
CC(OC(=O)CCCc1c[nH]c2ccccc12)C(=O)NC(N)=O (stereo unspecified)	-1%
COCC(=O)NC[C@H]1O[C@@H](CO)[C@@H](O)[C@H]1N(C)Cc1ccccc1	?
CCn1c(=O)c(-c2noc(C(=O)NCc3ccc(C)o3)n2)nn(-c2ccccc2)c1=O	-14%
COc1ccc(C(=O)N2CCC(c3noc(-c4cnccn4)n3)C2)cn1 (stereo unspecified)	-17%
Cc1ccc(C)c(NC(=O)/C(C#N)=C/c2ccc(C(C)C)cc2)c1	-18%
CC(C)c1noc(CC2CCN(C(=O)c3ccc(C(C)(C)C)cc3)CC2)n1	-8%
COc1ccc(OC2CCN(C(C)=O)CC2)c(C(=O)NC(C)Cc2cccs2)c1 (stereo unspecified)	28µM*
CCCc1c/c(=N\O)oc2cc(C)c3c(C)c(C)oc3c12	-4%
COc1cc(=O)n2c(c1C(=O)Nc1ccc(Cl)cc1F)CCCC2	4%
